# HCV NS3 hel inh = HCV NS3 helicase inhibition | NS3 helicase DNA unwinding, Cy5 molecular beacon fluorescence | inhibition, % at 10.9 µM | 290,000 tested, 0.56% active | AID 1800;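 active = inhibition above the mean of all tested compounds plus 3 SD, set per campaign, cut at about 35% in these data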;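 note: 0% = DMSO wells and 100% = thioflavine S control wells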
#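 System: HCV NS3 helicase fragment; control set: DMSO and thioflavine S; technique: Cy5 fluorescence at 0 and 60 min, beacon hairpin quenching; reagent: beacon DNA duplex substrate plus ATP; replicates: singlicate; schedule: 1 h reaction at 25 °C, ATP-initiated; medium: MOPS buffer pH 6.5 with MgCl2, DTT, Tween20, BSA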
# GPR7 antagonist = human neuropeptides B/W receptor 1 antagonism | P48145 | GPR7-expressing cells, fluorescence antagonist assay | inhibition, % at 4.4 µM | 290,000 tested, 1.1% active; in the data active = inhibition above about 16%, passing the limit was not always enough;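 note: cells stimulated with the agonist NPW; 0% = agonist with vehicle and 100% = vehicle without agonist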
# GalR3 antag = antagonists of human GalR3; inhibition, % at 3 µM; O60755; AID 651719; HEK293 GalR3-CNG cAMP membrane potential fluorescence; galR3 body fused to GalR1 C-terminus; 360,000 tested, 0.44% active;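 active = inhibition above the screen-wide average plus 3 SD, cut at about 13% in these data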;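 note: forskolin and galanin both at EC90 stimulate the cells; cAMP rise reported by CNG channel membrane potential dye signal; 0% = forskolin plus galanin with DMSO and 100% = forskolin alone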
# Target sequence (O60755 1-299 limits assumed): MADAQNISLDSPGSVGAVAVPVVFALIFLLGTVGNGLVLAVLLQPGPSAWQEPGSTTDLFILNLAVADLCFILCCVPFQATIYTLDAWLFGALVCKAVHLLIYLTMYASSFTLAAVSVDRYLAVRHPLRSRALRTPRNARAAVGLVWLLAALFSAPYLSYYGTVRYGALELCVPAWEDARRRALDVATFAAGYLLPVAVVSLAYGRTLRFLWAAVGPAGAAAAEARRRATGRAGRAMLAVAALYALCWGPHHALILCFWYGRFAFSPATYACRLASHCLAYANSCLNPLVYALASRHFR
# OXTR agonist = human OXTR agonism; P30559; CHO-OTR cells, Fluo-8 calcium fluorescence; normalized: DMSO 0%, oxytocin 100%; activation, % at 3 µM; 320,000 tested, 0.32% active; AID 2435;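 active = activation above the mean of all tested compounds plus 3 SD, cutoff set per screening run, cut at about 20% in these data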;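 note: peak over basal fluorescence ratio from a 100 s FLIPR kinetic read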
# V1aR counter = V1a receptor agonism, counter-screen for OXTR agonists | P37288 | CHO-V1R cells, Fluo-8 calcium fluorescence, agonist mode; 0% DMSO, 100% 3 nM vasopressin | activation, % at 3 µM | 320,000 tested, 0.25% active;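 active = activation above the mean activation of all tested compounds plus 3 SD, per screening run, cut at about 20% in these data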;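 note: signal is peak over basal fluorescence ratio across a 100 second FLIPR read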
# Target sequence (P37288 whole entry, looked up): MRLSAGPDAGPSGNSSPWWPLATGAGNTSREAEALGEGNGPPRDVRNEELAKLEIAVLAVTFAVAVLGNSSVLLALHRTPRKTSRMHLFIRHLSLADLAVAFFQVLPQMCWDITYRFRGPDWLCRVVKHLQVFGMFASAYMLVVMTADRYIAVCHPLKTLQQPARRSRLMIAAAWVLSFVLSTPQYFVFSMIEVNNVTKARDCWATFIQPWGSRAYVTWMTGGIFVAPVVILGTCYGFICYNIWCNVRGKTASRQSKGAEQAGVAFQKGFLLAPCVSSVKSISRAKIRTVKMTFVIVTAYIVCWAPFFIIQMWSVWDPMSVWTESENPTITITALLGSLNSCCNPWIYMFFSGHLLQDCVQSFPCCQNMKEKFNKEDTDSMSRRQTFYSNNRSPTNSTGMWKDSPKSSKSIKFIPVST
# DNA FID counter = displaces DNA intercalator in HCV helicase counter-screen; DNA fluorescent intercalator displacement, fluorescence; inhibition, % at 7.9 µM; 290,000 tested, 0.17% active; AID 1845; in the data active = inhibition above about 37%;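 note: 0% = vehicle and 100% = reference compound; higher means more ethidium bromide displaced from hairpin DNA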
# VIM-2 inhibitor = inhibitors of Pseudomonas aeruginosa VIM-2 metallo-beta-lactamase; purified VIM-2, nitrocefin hydrolysis, epi-absorbance fluorescence; inhibition, % at 5.6 µM; 290,000 tested, 0.89% active; AID 1527;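 active = inhibition above the mean of all tested compounds plus 3 SD, cutoff set per screening run, cut at about 7.5% in these data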;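 note: red hydrolysis product quenches plate fluorescence so inhibitors raise well fluorescence; 0% = enzyme with DMSO and 100% = DMSO without enzyme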
# PHOSPHO1 block = inhibitors of human PHOSPHO1 phosphatase. recombinant PHOSPHO1, absorbance phosphatase assay. 290,000 tested, 1.1% active. AID 1565. Q8TCT1. inhibition, % at 13.3 µM; in the data active = inhibition above about 60%
# Target sequence (Q8TCT1 whole entry, looked up): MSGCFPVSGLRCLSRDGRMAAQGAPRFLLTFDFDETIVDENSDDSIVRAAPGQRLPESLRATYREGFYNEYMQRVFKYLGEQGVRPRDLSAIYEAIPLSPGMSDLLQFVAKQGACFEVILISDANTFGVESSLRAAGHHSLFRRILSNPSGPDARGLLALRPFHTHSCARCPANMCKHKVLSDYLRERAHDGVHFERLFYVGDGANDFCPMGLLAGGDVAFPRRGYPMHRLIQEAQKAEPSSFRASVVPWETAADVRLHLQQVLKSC
# IMP-1 inh = inhibitors of Pseudomonas aeruginosa IMP-1 metallo-beta-lactamase. 290,000 tested, 0.45% active. AID 1556. inhibition, % at 5.6 µM. purified IMP-1, nitrocefin hydrolysis, epi-absorbance fluorescence;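 active = inhibition above the mean plus 3 SD of all compounds in the same screening run, cut at about 4.5% in these data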;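 note: 0% = IMP-1 with DMSO and 100% = DMSO wells lacking enzyme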
#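 Assay system: purified recombinant IMP-1 beta-lactamase. Input: IMP-1 0.2 nM before substrate addition. Buffer or medium: Zinc- and detergent-supplemented HEPES buffer, pH 7.1. Schedule: 25 °C, 15 min preincubation, 25 min reaction. Signal: Epi-absorbance fluorescence, 480 nm excitation, 530 nm emission. Evaluation: percent inhibition from optical density relative to buffer-blank wells.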
# The depositor's hits bear a star; x = no result given.
SMILES	V1aR counter	VIM-2 inhibitor	OXTR agonist	DNA FID counter	GalR3 antag	IMP-1 inh	HCV NS3 hel inh	PHOSPHO1 block	GPR7 antagonist
Cc1ccc(-n2c(C)nc3ccccc3c2=O)cc1C	-0.8	-2.1	-1.8	-4	-5	-1.3	-6	16	-4
C=CCN1C(=O)NC(=O)/C(=C/C=C/c2ccccc2)C1=O	x	-2.6	x	-24	-4	-2.3	1	18	2
COc1ccc(-c2cc(C(F)(F)F)n3nc(C(=O)N4CCC5(CC4)OCCO5)cc3n2)cc1OC	0.4	-0.4	-0.6	3	-5	-2.3	-11	-17	-10
CCC(=NCCc1c[nH]c2ccccc12)c1c(O)n(-c2ccc(C)cc2)c(=O)[nH]c1=O	3.0	-4.2	7.0	-25	-2	-1.9	6	7	-8
Cn1c(C(=O)N2CCC(C(=O)N3CCC4(CC3)OCCO4)CC2)cc2sccc21	0.0	1.6	-0.1	-30	-5	1.1	-6	9	10
NCCc1ccc(O)cc1	1.4	-2.6	0.3	0	x	-2.9	-7	11	-6
c1ccc(-n2ccnc2)cc1	0.7	2.0	0.1	-5	x	-0.4	-15	25	5
c1ccc2c(c1)OCC(C1=NCCN1)O2 (stereo not given)	1.5	-3.5	-0.4	0	x	-2.2	0	13	5
CN1C(=O)C(Cc2ccsc2)C(=O)N(C)C1=O	1.0	-1.4	-0.1	2	4	-0.9	-3	56	-9
CC(=NCc1ccc2c(c1)OCO2)c1c(O)[nH]c(=O)[nH]c1=O	-1.8	-1.9	-1.4	-2	1	-2.7	1	6	5
CCc1ccc(CNCCc2ccccc2F)cc1	2.5	-2.1	7.1	6	-4	-4.2	-12	0	-5
CCCCn1c(N)c(C(=O)NCCN2CCOCC2)c2nc3ccccc3nc21	2.9	3.6	2.6	-11	-4	-5.0	0	-13	8
O=C1NC(=O)N(Cc2ccc(F)cc2)C(=O)/C1=C\C=C\c1ccco1	6.2	-1.8	4.4	-10	-1	-1.2	41*	32	-5
COP(=O)(NS(=O)(=O)c1ccccc1)OC	2.3	-1.0	0.7	3	-3	-2.4	-7	36	-3
COc1ccc(C(=O)CC2(CC(=O)c3ccc(OC)cc3)C(=O)N(C)C(=O)N(C)C2=O)cc1	-0.5	-3.0	-0.4	-2	0	-0.4	-2	16	13
Cc1ccc(CN2CC3CC(C2)c2cccc(=O)n2C3)cc1 (stereo not given)	0.1	0.8	1.9	-17	0	0.0	0	-23	-3
Cc1oc(-c2ccccc2Cl)nc1CN1C(=O)CN=C(c2ccccc2)c2ccccc21	2.1	-3.2	-0.9	-37	-3	-3.4	-12	9	-1
O=c1c2ccccc2nc(-c2cccs2)n1-c1cnccn1	0.9	-0.3	0.9	1	-2	0.5	-3	-6	-8
CN1OCC2Cn3c(nc4ccccc43)C21 (stereo not given)	-0.2	x	-0.3	x	-3	x	x	9	x
CC1CC(OC(=O)c2ccccc2)CC(C)N1C (stereo not given)	0.9	-1.9	1.1	6	2	-1.1	-3	1	7
Cc1[nH]n(-c2ccccc2)c(=O)c1C(c1ccc([N+](=O)[O-])cc1)c1c(C)[nH]n(-c2ccccc2)c1=O	4.6	-2.2	1.4	-7	x	-2.7	17	-26	-2
O=C(COc1ccc2ccccc2c1)N1CCN(C2CCN(Cc3ccccc3)CC2)CC1	7.4	-1.1	8.7	12	-6	-1.4	-9	-21	12
Clc1cnc(Oc2ccc(Oc3ncc(Cl)cc3Cl)cc2)c(Cl)c1	-0.2	-4.9	-0.4	-1	-3	-1.5	-1	4	-11
CCC(C(=O)N1CCC2(CC1)OCCO2)n1c2ccccc2c2nc(=O)cc(C)n21 (stereo not given)	1.3	-0.1	-0.1	-25	-1	-1.6	3	49	-9
CCc1ccccc1N1C(=O)/C(=C/c2ccc(N3CCN(C)CC3)o2)C(=O)NC1=S	0.2	-5.0	1.1	-3	-7	0.6	5	0	-9

# An excerpt of these results, with values under each structure:
# Every second line gives: V1aR counter | VIM-2 inhibitor | OXTR agonist | DNA FID counter | GalR3 antag | IMP-1 inh | HCV NS3 hel inh | PHOSPHO1 block | GPR7 antagonist
O=c1c2ccccc2nc(-c2cccs2)n1-c1cnccn1
→ 0.9 | -0.3 | 0.9 | 1 | -2 | 0.5 | -3 | -6 | -8
COP(=O)(NS(=O)(=O)c1ccccc1)OC
→ 2.3 | -1.0 | 0.7 | 3 | -3 | -2.4 | -7 | 36 | -3

# (list continues)
SMILES	V1aR counter	VIM-2 inhibitor	OXTR agonist	DNA FID counter	GalR3 antag	IMP-1 inh	HCV NS3 hel inh	PHOSPHO1 block	GPR7 antagonist
Cc1sc2ncn(CC(=O)NCCCC(=O)N3CCC4(CC3)OCCO4)c(=O)c2c1C	0.5	-0.2	-0.8	-9	-5	-3.4	-2	-6	-3
CN1CC=C(/C=C/c2ccc(-c3ccccc3)cc2)CC1	12	3.0	14	30	x	-2.3	-52	8	51*
Cc1ccc(N=C(N(C)C)P(=O)(N(C)C)N(C)C)cc1	1.2	-4.9	0.3	56*	-2	-2.0	-16	32	-2
Fc1ccc(CN2CCN(c3ccc(Cl)cc3)CC2)cc1	-0.9	-5.7	-1.8	-4	-2	-1.9	5	-5	-12
O=C1NC(=O)C(CCc2ccncc2)(Cc2ccc3c(c2)OCO3)C(=O)N1CCc1ccccc1 (stereo not given)	-0.9	-2.5	-2.0	-14	-5	0.5	-2	13	3
O=C(O)c1ccccc1-c1ccc(C=C2C(=O)N(c3ccccc3)C(=S)N(c3ccccc3)C2=O)o1	3.3	1.4	1.8	-20	-8	14*	42*	-138	12
COc1cc(N)c(Cl)cc1C(=O)NC1CN2CCC1CC2 (stereo not given)	-0.1	-3.2	-0.2	3	x	-2.3	-10	48	-13
O=C1NC(=O)N(CCNc2ncc(C(F)(F)F)cc2Cl)C(=O)C1/C=N/OCc1c(F)cccc1Cl (stereo not given)	1.6	-2.6	0.7	-3	-2	-2.1	15	19	14
O=C(N=Nc1c(O)[nH]c(=O)[nH]c1=O)C1COc2cc3ccccc3cc2O1 (stereo not given)	1.2	-0.5	0.6	-3	-1	-2.9	-1	36	-2
N=c1c[n+](C2CCCCC2)[n-]o1	0.3	-2.6	-0.1	1	-7	-1.9	-4	-1	-5
CCC(=O)N1CC(=O)Nc2ccc(Br)cc2C1c1ccccc1 (stereo not given)	0.3	-2.6	-0.4	-19	-6	-2.1	-3	32	-5
Cc1ccc(NC(=O)c2cn(CCC#N)nc2-c2ccc3c(c2)OCCO3)c([N+](=O)[O-])c1	-0.1	-3.2	-1.7	-4	-3	-3.1	2	-9	1
O=c1[nH]c(=S)n(Cc2ccc(F)cc2)c(O)c1/C=N/N1CCCCC1	1.3	-4.4	-1.2	-2	0	-4.1	17	-7	-2
COc1nc2ccccc2c(=O)n1-c1ccc(Cl)cc1	-1.9	-2.2	-1.7	-9	-1	-2.3	-3	7	-7
CCCc1[nH]nc2c1C1(C(=O)N(Cc3ccccc3)c3ccccc31)C(C(=O)OC)=C(N)O2 (stereo not given)	-0.2	-1.0	-1.4	-45	-5	-3.9	-26	5	-9
CCCCCCCn1c(=O)c(C(=O)Nc2cnccn2)c(O)c2ccccc21	0.7	-2.6	1.9	-3	-3	-1.3	-1	51	-8
CN1C(=O)C(=Cc2cn(CC(=O)N3CCCCC3)c3ccccc23)C(=O)N(C)C1=O	0.4	1.6	-0.2	-5	x	-2.7	-6	8	-13
CC(C)N1CCN(c2ccc(O)cc2)CC1	0.1	5.2	1.0	6	-2	-1.3	14	0	15
COc1ccc(OCC(=O)Nc2ccc(Cl)cc2C(=O)c2ccccc2)cc1	-0.9	-1.3	-2.3	-5	-5	-1.8	6	26	4
CN(C)S(=O)(=O)c1cc(NC(=O)COC(=O)Cc2ccccc2)ccc1Cl	7.8	-1.6	5.1	-15	-2	-1.3	-1	19	-3
C#CC1(OC(=O)c2ccccc2)CC(C)N(C)CC1C (stereo not given)	x	-0.5	x	-1	-6	-1.3	-2	29	-19
C[C@]12CC[C@@H]3c4ccc(O)c(O)c4CC[C@H]3[C@@H]1CC[C@@H]2O	0.6	0.5	1.1	-20	2	14*	10	36	0
CCCn1ncc(CN2CCCC(C(=O)c3cccc(OC)c3)C2)c1C (stereo not given)	0.4	1.9	1.0	3	-7	-2.6	0	6	0
CCOC(=O)C1=C(C)OC(N)=C(C#N)C12C(=O)N(C)c1ccccc12 (stereo not given)	0.3	-0.6	0.5	-8	-6	-1.3	7	37	-7
O=P1(Oc2ccccc2)C[C@@H](O)[C@@H](O)[C@H](COCc2ccccc2)O1 (stereo not given in full)	0.8	x	0.6	x	-2	x	x	40	x
C/C=C/CC1(CC)C(=O)NC(=S)NC1=O	0.6	-0.3	-1.2	-2	-13	-1.7	6	29	-15
Cc1cccc(CN(C)C)c1OC(=O)N(C)C	-1.1	0.3	0.2	-1	-4	-2.3	-1	-23	3
CC(=NCCN1CCCCC1)c1c(O)[nH]c(=O)[nH]c1=O	0.1	-3.4	0.1	1	2	-1.6	4	14	23
N#CCCn1cc(C(=O)NCc2ccccc2)c(-c2ccc3c(c2)OCCO3)n1	0.2	-1.5	-0.3	-12	-3	-0.9	2	-5	-9
COc1cccc(CN2CCN(C(=O)COc3ccc4ccccc4c3)CC2)c1	5.5	-2.4	7.8	-25	-2	-3.0	-9	3	7
COc1ccc(CN2CCN(c3ccccc3F)CC2)c(OC)c1	4.6	-0.7	2.7	14	-4	-0.4	-14	-8	-7
CCN(CC)S(=O)(=O)c1cccc(N=Nc2c(O)n(CC)c(=S)n(CC)c2=O)c1	-0.2	-1.8	-0.6	-2	-1	-3.5	6	-7	3
C[C@]12CC(=O)CC1CCC1C2CC[C@@]2(C)C1CC[C@@H]2O (stereo not given in full)	0.5	0.2	-0.6	-13	3	0.5	2	42	8
CC(C)n1c(O)c(C2c3cc(Cl)ccc3Oc3[nH]c(=O)n(C(C)C)c(=O)c32)c(=O)[nH]c1=O (stereo not given)	x	-2.9	x	-9	x	-1.7	13	6	-9
O=S(=O)(c1ccc(F)cc1)N1CCCC1c1cccnc1 (stereo not given)	-0.4	-1.1	0.5	-7	-6	-1.7	-3	8	-3
CNS(=O)(=O)c1ccc(-c2ccc(C=C3C(=O)NC(=O)NC3=O)o2)cc1	2.2	0.6	-0.3	0	-4	2.2	45*	15	-1
CC(=NCc1ccco1)c1c(O)n(-c2ccccc2C)c(=O)[nH]c1=O	-0.5	-1.0	0.2	-19	-2	0.3	13	16	-4
O=C(c1ccc2c3c(cccc13)CC2)C1CCCN(CC2CC2)C1 (stereo not given)	1.0	-1.1	2.0	21	-5	-0.3	-31	60*	14
Nc1c2c(nc3sc4c(c13)CCCC4)CCCC2	0.9	12*	-0.3	2	-5	-4.4	7	-3	-2
c1ccc(C2NCc3ccccc3-n3cccc32)cc1 (stereo not given)	1.8	-3.6	2.1	9	2	-1.7	1	-30	2

# Screens (PubChem)

# An excerpt; count on the stated rates, not on these rows.
